# NALP1 yeast inh = blocks the NALP1 inflammasome reconstituted in yeast; S. cerevisiae NALP1/ASC/caspase-1 growth, X-gal OD620, 72 h; inhibition, % at 10 µM; actives 0.61% (n = 280,000); AID 2071; in the data active = inhibition mostly above about 24%, no sharp cut-off; inactive = mostly below about 32%; note: some compounds called inactive have numbers as strong as hits
# MEKK2 WT-MEK5 = raises or lowers MEK5 binding to wildtype human MEKK2 PB1 domain; bead flow cytometry, Alexa488-MEK5 binding to MEKK2 WT; actives lie on both sides; AID 1531; actives 1.1% (n = 290,000); Q9Y2U5; binding response (% of control), % at 10 µM; in the data active = binding response below about 67% or above about 130%; inconclusive = no clear call, values can overlap the other calls; inactive = in between
# pCIP destab = p/CIP protein destabilization. Q05BA5. F442A p/CIP-EGFP cells, EGFP fluorescence, 16 h. decrease of EGFP signal, % at 10 µM. actives 0.01% (n = 290,000). AID 1984;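 active = EGFP signal decrease of at least 30% at 10 µM or well 3 SD below plate mean, unless failing retest; inactive = the rest, including hits failing retest or dose response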; note: some compounds called inactive have numbers as strong as hits; many of its hits are not listed in these tables
# Target sequence (Q05BA5 1-1403): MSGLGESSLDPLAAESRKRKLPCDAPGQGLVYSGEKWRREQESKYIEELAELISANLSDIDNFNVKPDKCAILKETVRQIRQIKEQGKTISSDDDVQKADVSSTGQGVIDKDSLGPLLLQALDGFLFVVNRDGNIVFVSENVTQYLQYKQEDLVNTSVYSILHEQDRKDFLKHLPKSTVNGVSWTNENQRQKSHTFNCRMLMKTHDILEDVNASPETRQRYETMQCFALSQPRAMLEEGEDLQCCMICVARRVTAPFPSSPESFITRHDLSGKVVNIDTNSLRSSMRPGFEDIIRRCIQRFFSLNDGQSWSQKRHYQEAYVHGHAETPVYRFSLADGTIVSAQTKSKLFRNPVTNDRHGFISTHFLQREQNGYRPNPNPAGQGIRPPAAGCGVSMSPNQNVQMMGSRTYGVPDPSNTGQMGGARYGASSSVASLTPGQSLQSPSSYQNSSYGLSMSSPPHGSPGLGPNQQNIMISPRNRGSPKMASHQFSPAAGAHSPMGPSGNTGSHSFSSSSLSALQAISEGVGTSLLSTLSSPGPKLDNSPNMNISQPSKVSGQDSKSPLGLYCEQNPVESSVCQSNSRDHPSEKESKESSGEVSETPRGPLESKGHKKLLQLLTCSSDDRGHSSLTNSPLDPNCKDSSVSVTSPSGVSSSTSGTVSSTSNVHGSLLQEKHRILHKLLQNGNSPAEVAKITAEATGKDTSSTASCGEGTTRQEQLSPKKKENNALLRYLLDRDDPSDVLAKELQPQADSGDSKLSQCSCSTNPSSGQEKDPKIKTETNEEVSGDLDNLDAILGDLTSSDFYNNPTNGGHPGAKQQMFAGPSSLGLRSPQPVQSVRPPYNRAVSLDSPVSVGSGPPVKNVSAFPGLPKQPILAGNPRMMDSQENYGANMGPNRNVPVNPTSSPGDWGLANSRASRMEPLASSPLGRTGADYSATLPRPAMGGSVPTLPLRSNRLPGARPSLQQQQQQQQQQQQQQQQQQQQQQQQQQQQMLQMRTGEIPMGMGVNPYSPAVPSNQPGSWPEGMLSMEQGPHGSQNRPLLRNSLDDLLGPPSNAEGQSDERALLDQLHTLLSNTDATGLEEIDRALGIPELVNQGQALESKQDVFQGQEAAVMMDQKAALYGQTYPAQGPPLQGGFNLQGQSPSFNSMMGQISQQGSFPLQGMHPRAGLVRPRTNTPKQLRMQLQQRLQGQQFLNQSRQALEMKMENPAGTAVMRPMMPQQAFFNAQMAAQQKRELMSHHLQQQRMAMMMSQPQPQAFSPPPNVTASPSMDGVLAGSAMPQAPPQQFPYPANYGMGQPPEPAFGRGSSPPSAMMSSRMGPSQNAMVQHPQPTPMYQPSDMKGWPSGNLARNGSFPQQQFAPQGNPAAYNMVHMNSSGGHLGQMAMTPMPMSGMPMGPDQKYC
# IDE cell activ = IDE (human) activation, cell-based. P14735. HEK cells, FAbeta-B cleavage, fluorescence polarization; 0% vehicle, 100% cell-free pure enzyme wells. activation, % at 5.96 µM. actives 0.073% (n = 340,000). AID 493087;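 active = activation above the mean of all tested compounds plus 3 SD, set per screening campaign, cut at about 17% in these data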
# MEKK3 PB1 HTS = raises or lowers MEK5 binding to the human MEKK3 PB1 domain. bead-based flow cytometry, Alexa488-MEK5 binding to MEKK3; actives lie on both sides; 0 = blocked by unlabeled MEK5, 100 = vehicle. binding response (% of control), % at 10 µM. actives 1.4% (n = 290,000);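 active = binding response more than 3 SD above or below the average of its plate-row segment, actives on both sides; inconclusive = wells at one plate position flagged as instrument error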;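 note: Alexa488 bead fluorescence after subtracting the streptavidin-only scavenger bead signal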
# IDE cell inh = cellular human IDE inhibition. P14735. actives 0.41% (n = 320,000). HEK cells, FAbetaB cleavage, fluorescence polarization. inhibition, % at 5.59 µM;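 active = percent inhibition above the average of all tested compounds plus 3 SD, set per screening campaign, cut at about 16% in these data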;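 note: IDE supplied by intact live HEK cells; FP after avidin binding of uncleaved biotin substrate so inhibition keeps polarization high; 0% = DMSO wells and 100% = 60 µM reference IDE inhibitor Ii1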
# M18AAP inhibitor = blocks P. falciparum M18 aspartyl aminopeptidase. recombinant PfM18AAP, H-Glu-NHMec fluorogenic cleavage. actives 1.2% (n = 290,000). inhibition, % at 7.35 µM. AID 1822;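 active = inhibition above the campaign mean inhibition over all tested compounds plus 3 SD, cut at about 28% in these data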;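 note: 0% = plate median of test compound wells and 100% = 2 mM ZnCl2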
# MEKK2mut PB1 HTS = signal of MEK5 binding to mutant human MEKK2 PB1 domain; bead flow cytometry, Alexa488-MEK5 binding to MEKK2 mutant; percent response, % at 10 µM; actives 0.35% (n = 290,000); AID 1530; in the data active = percent response above about 24%, passing the limit was not always enough; note: inactives centre near 1; some results filed as inactive read as strong as hits; reference of the scale not given here
# SUMO HTRF inh = SUMOylation inhibition | P63279 | HTRF SUMOylation assay, SAE1/SAE2 + UBC9, in vitro | inhibition, % at 35 µM | actives 0.36% (n = 290,000); in the data active = inhibition above about 50%, passing the limit was not always enough; inconclusive = no clear call, values can overlap the other calls; note: strong numbers were not always called active
# The depositor's hits bear a star; u = inconclusive; x = no result given. An excerpt; count on the stated rates, not on these rows.
mol	NALP1 yeast inh	MEKK2 WT-MEK5	pCIP destab	IDE cell activ	MEKK3 PB1 HTS	IDE cell inh	M18AAP inhibitor	MEKK2mut PB1 HTS	SUMO HTRF inh
O=C(/C=C/c1cccs1)c1ccc(N2CCOCC2)cc1	16	65	8	3	71	0	7	-13	-33
O=[N+]([O-])c1cc(CN2CCOCC2)c2cccnc2c1O	-2	97	-26	x	99	x	9	-2	89*
Cc1nnc(SCC(=O)Nc2ccc([N+](=O)[O-])cc2)n1C	3	105	9	-3	99	-3	15	-2	0
CC(=O)N1CCN(C(=S)NC(=O)C23CC4CC(CC(C4)C2)C3)CC1	5	109	-6	7	116	3	2	4	6
CC(Oc1ccc(F)cc1)C(=O)Nc1ccc2ccccc2c1 (stereo not given)	27	109	-1	3	110	2	-1	5	-43
Cc1ccc(-c2cnc3cc(C)nn3c2)cc1	-36	98	3	7	88	8	-3	-47	7
Cc1cc(C)c(NC(=O)CS(=O)CC(=O)Nc2ccc(-n3cnnn3)c(C)c2)c(C)c1 (stereo not given)	5	89	-5	3	96	1	0	-8	1
CC1CN(c2nnc(NC(=O)c3ccccc3)s2)CC(C)O1 (stereo not given)	-12	93	5	4	87	11	8	-3	8
COc1cccc(-c2csc(NC(=O)C3CC3)n2)c1	-16	106	-22	-2	109	1	-11	2	6
CC(CN1CCCCC1)c1ccccc1 (stereo not given)	16	105	-4	-1	103	1	4	2	8
COc1ccc(OC)c(CCNC(=O)c2ccccc2NC(=O)C2=C(C)OCCS2)c1	12	99	-20	0	104	6	-3	-3	6
O=C(CSc1nc(-c2ccco2)cc(C(F)(F)F)n1)N1CCc2ccccc2C1	14	79	-4	-1	67	0	-2	-17	2
CCOC(=O)c1ccc(S(=O)(=O)N2CCN(CC(=O)NC(=O)NC3CCCCC3)CC2)cc1	15	x	4	-6	x	5	-4	x	-28
CCSc1nnc(NC(=O)c2ccc3ccccc3n2)s1	-7	105	0	-1	101	2	-3	1	-46
COc1cc(OC)c(-c2c3cc(O)c(=O)cc-3oc3cc(O)c(O)cc23)cc1OC	21	88	-24	41*	100	-55	44*	-2	80*
O=C(c1c[nH]c(C(=O)N2CCN(c3ccccc3F)CC2)c1)c1cccc(Cl)c1Cl	-14	96	3	3	102	x	2	-2	-22
CCOc1ccc(-c2c(C(=O)N/N=C/c3ccc(C)cc3)nnn2-c2nonc2N)cc1	2	96	-10	-14	100	5	5	-3	-5
CCCNC(=O)COC(=O)c1cccnc1Nc1ccccc1F	37	98	9	1	100	3	1	-1	0
CC1=C(C(=O)OCC(C)C)C(c2cccs2)NC(=S)N1 (stereo not given)	15	102	-17	1	97	11	24	2	8
Cc1cccc(OCC(=O)O/N=C(\N)c2ccncc2)c1	8	97	-8	1	103	2	0	3	-2
CCOC(=O)CSc1nc2cc(C(F)(F)F)cnc2n1C	12	95	-2	11	87	-3	-1	-10	21
Cc1ccccc1C(=O)NC1CCN(Cc2nnnn2Cc2ccc(F)cc2)CC1	-1	74	-4	1	71	-4	-3	-9	-3
C=CCNS(=O)(=O)c1nc(C)c(Cl)c(C)c1C#N	26	97	-6	1	98	3	0	-1	30
O=C(NCCCN=C1NS(=O)(=O)c2ccccc21)c1ccccc1Cl	-3	104	4	5	102	6	6	2	11
Cc1ccsc1/C=C(\C#N)C(=O)NC1CCS(=O)(=O)C1 (stereo not given)	10	91	-1	4	90	4	-7	-5	8
CCc1nc(SCC(=O)NCc2ccc(F)cc2)c2c(=O)n(C)c(=O)n(C)c2n1	24	x	-19	6	x	0	-1	x	4
CCOc1nc(-c2ccccc2Cl)ccc1C#N	53	98	-9	3	96	3	-3	0	16
OCCC1CN(Cc2ccc(-n3cccn3)cc2)CCN1Cc1ccccc1 (stereo not given)	16	98	-10	-6	101	-3	-15	4	17
CCOC(=O)N1CCN(C(=S)Nc2cccc(C)c2C)CC1	25	107	-9	-2	105	-5	2	18	11
COc1cc([N+](=O)[O-])cc(/C=C2/SC(=S)N(Cc3ccccc3)C2=O)c1O	11	96	-93	-14	98	15	10	-1	46

# An excerpt from above in order of length of the SMILES, smallest number first:
mol	NALP1 yeast inh	MEKK2 WT-MEK5	pCIP destab	IDE cell activ	MEKK3 PB1 HTS	IDE cell inh	M18AAP inhibitor	MEKK2mut PB1 HTS	SUMO HTRF inh
Cc1ccc(-c2cnc3cc(C)nn3c2)cc1	-36	98	3	7	88	8	-3	-47	7
COc1cccc(-c2csc(NC(=O)C3CC3)n2)c1	-16	106	-22	-2	109	1	-11	2	6
Cc1ccsc1/C=C(\C#N)C(=O)NC1CCS(=O)(=O)C1 (stereo not given)	10	91	-1	4	90	4	-7	-5	8
CC(=O)N1CCN(C(=S)NC(=O)C23CC4CC(CC(C4)C2)C3)CC1	5	109	-6	7	116	3	2	4	6

# Going on with the list.
mol	NALP1 yeast inh	MEKK2 WT-MEK5	pCIP destab	IDE cell activ	MEKK3 PB1 HTS	IDE cell inh	M18AAP inhibitor	MEKK2mut PB1 HTS	SUMO HTRF inh
CCC(C)NC(=O)C1(NC(=O)Nc2ccccc2)CCCCC1 (stereo not given)	1	95	4	-2	99	2	-6	-3	4
O=c1[nH]nc(-c2ccccc2)c2ccccc12	24	99	-11	-8	100	5	0	-2	0
COc1cc([N+](=O)[O-])c(C(=O)N2CCOCC2)c([N+](=O)[O-])c1	28	100	3	-2	97	3	-2	-3	13
CS(=O)(=O)N(CC(=O)N1CCCCCC1)c1ccccc1	0	99	-3	-2	103	-1	-1	5	-3
Cn1c(=O)cc(SCC(=O)NCCC2=CCCCC2)c2cc(Cl)ccc21	41	96	4	-3	91	6	-5	-4	4
CCOC(=O)C1CCCN(Cc2cc(Br)c(OC)cc2OC)C1 (stereo not given)	-7	u	4	-2	u	5	-2	-24	0
Cc1ccccc1C(=O)NC(=S)Nc1ccccc1N1CCCC1	10	99	18	4	104	-1	-8	5	43
CC1CN(C(=O)c2ccc(OC3CCN(Cc4ccccn4)CC3)cc2)CCN1C (stereo not given)	14	102	6	0	102	-3	10	-1	-13
O=[N+]([O-])c1ccc(Sc2ccccc2)nc1	21	103	5	4	105	7	-8	3	7
COc1nc(SC)nc(Cl)c1Cc1ccc(OC(C)C)cc1	20	100	-2	3	99	-5	-6	-2	-7
CC[C@]1(c2cccc(C)c2)C(=O)N(C(=O)OC)N1C(=O)OC	-6	66*	1	3	105	3	3	59*	-2
CCN(CC)S(=O)(=O)c1ccc(Br)c(OC)c1	4	89	-10	-1	89	3	-3	-8	-2
NS(=O)(=O)c1cc(C(=O)Nc2ccc3c(c2)OCCCO3)ccc1Cl	10	99	16	3	101	2	6	1	-24
CCCOc1c(Cl)cc(/C=N/O)cc1OCC	3	104	-16	4	99	0	-10	5	10
O=C(O)C(CO)(c1ccccc1)c1ccccc1	21	103	4	-1	104	4	0	11	0
C=CCN1C(=O)/C(=C2/Sc3ccc(OC)cc3N2C)SC1=Nc1ccccc1	-8	100	-1	0	105	7	-8	-5	-12
Cc1csc(NC(=O)CSC2=NCCS2)n1	-4	105	-13	3	101	-2	-5	7	14
COc1ccccc1N/C=C(\C#N)c1nc2ccccc2[nH]1	-2	92	-2	-3	102	5	3	-7	12
COc1cc(C(=O)N/N=C/c2ccc(OC(=O)c3cccc(C)c3)c(OC)c2)ccc1O	7	95	-2	0	100	-6	10	1	2
CN(C)S(=O)(=O)c1ccc(NC(=S)NC(=O)c2ccc(Br)o2)cc1	-6	83	-6	x	91	6	-3	-14	23
COC(=O)Nc1ccc(S(=O)(=O)N2CCCC(C(=O)N3CC(C)OC(C)C3)C2)cc1 (stereo not given)	3	101	5	5	103	1	-7	1	0
COc1ccc(CCNC(=O)CCCN2C(=O)C(c3ccccc3)Oc3cccnc32)cc1OC (stereo not given)	12	96	5	-2	97	2	-8	-6	16
Cc1nc2scc(C)n2c(=O)c1S(=O)(=O)NCCc1ccc(Cl)cc1	0	104	6	2	102	-3	-9	1	7
Cc1ccccc1NC(=O)NC(N)=O	-18	-4.0*	-1	6	99	1	-1	2	12
Cc1c(C(=O)N2CCOCC2)[nH]c2ccc(OCc3ccccc3)cc12	47	95	1	-1	90	9	-5	-2	-1
Cc1ccc2nc(-c3ccncc3)cc(C(=O)NCCc3ccc(F)cc3)c2c1	23	89	1	7	90	0	-1	-3	24
O=C(CN1C(=O)NC(Cc2ccccc2)C1=O)Nc1ccccc1 (stereo not given)	-12	104	-22	4	103	-1	2	1	-2
O=[N+]([O-])c1cccc(-c2noc(-c3ccco3)n2)c1	4	98	7	7	101	1	-1	3	0
Cc1ccc(-n2nc3c(=O)n(CCCC(=O)NC4CCC(C)CC4)nc(C)c3c2C)cc1 (stereo not given)	-2	105	0	1	100	5	7	4	11
C=CCNC(=O)c1cc(Cl)ccn1	5	93	-2	2	101	1	6	-6	14

# Single records (already shown). Order of screens: NALP1 yeast inh | MEKK2 WT-MEK5 | pCIP destab | IDE cell activ | MEKK3 PB1 HTS | IDE cell inh | M18AAP inhibitor | MEKK2mut PB1 HTS | SUMO HTRF inh
# `Cc1ccc(-n2nc3c(=O)n(CCCC(=O)NC4CCC(C)CC4)nc(C)c3c2C)cc1` (stereo not given) is entered as -2 | 105 | 0 | 1 | 100 | 5 | 7 | 4 | 11
# `CCOC(=O)C1CCCN(Cc2cc(Br)c(OC)cc2OC)C1` (stereo not given) is entered as -7 | u | 4 | -2 | u | 5 | -2 | -24 | 0

# (cont.)
mol	NALP1 yeast inh	MEKK2 WT-MEK5	pCIP destab	IDE cell activ	MEKK3 PB1 HTS	IDE cell inh	M18AAP inhibitor	MEKK2mut PB1 HTS	SUMO HTRF inh
CCN1CCN(S(=O)(=O)c2ccc(Cl)c(C(=O)Nc3cc(Cl)ccc3N3CCOCC3)c2)CC1	2	121	9	5	105	3	4	13	-4
COc1ccccc1-c1nc(-c2ccccc2)nc(N2CCN(C)CC2)c1C#N	24	112	-14	4	94	1	-3	2	16
O=C(O)c1cc2[nH]c3c(c2cc1Cl)CCCC3	18	103	-6	3	107	2	1	9	2
CC(=O)NC1C(=O)N(CCN2CCOCC2)c2ccc(F)cc21 (stereo not given)	21	98	-8	0	101	x	22	-6	x

# A few values from the entries so far.
# CC(CN1CCCCC1)c1ccccc1 (stereo not given) – MEKK3 PB1 HTS: 103
# CCOC(=O)C1CCCN(Cc2cc(Br)c(OC)cc2OC)C1 (stereo not given) – IDE cell activ: -2
